Insulin prom up – MIN6 insulin promoter up-regulation; MIN6 insulin promoter-GFP reporter, high-content imaging; hits give high values; z-score at 5 µM; actives 0.3% (n = 190,000);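 active = z-score above 3 at 5 µM with at least 500 cells counted in the well; inconclusive = wells under 500 cells, flagged as cytotoxic or low count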
PMI inhibitors – MPI enzyme activity inhibition – biochemical, fluorescence intensity, coupled assay, primary screen (AID 1209); purified PMI enzyme, coupled fluorescence intensity; higher % means a stronger effect; inhibition, % at 20 µM; hits with a dose series show IC50 in µM; actives 0.42% (n = 190,000); in the data active = inhibition above about 50%;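 also: plate controls were DMSO vehicle for no effect and wells lacking substrate for full effect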
MT stabilize HCS – microtubule stabilization, imaging screen; actives 0.83% (n = 200,000); HeLa tubulin immunostaining HCS, 24 h; share of cells brighter than vehicle mean+2SD; % tubulin-high responders, % at 10 µM; AID 2205;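 active = plate Z-score above 3 for both tubulin-high and condensed-nucleus cell shares, with cell loss under 80%, at 10 µM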;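 also: anti alpha tubulin signal scored within the nucleus-defined area of each cell; some results filed as inactive read as strong as hits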
Myeloid diff MLP – compounds promoting myeloid differentiation; actives 1% (n = 360,000); ER-HoxA9 myeloid progenitors, lysozyme-GFP differentiation, flow cytometry; calls only at 10 µM;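 active = normalized GFP-positive differentiation at or above the plate's own cutoff, the solvent-only control mean plus 3 SD; inconclusive = no clear call, values can overlap the other calls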;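 also: cells exposed to compound for four days before flow analysis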
Dynein cargo inh – blocks dynein driven cargo transport along microtubules; 3617.4 mouse cells, GR-EGFP nuclear translocation imaging; test concentration mostly 20 µM; stimulated with dexamethasone, 1 µM; hits give low values; z-score, hits read low; actives 0.47% (n = 220,000); AID 1381;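 active = plate z-score of nuclear minus cytoplasmic receptor signal below a set negative limit, without overly bright fluorescence or cell loss, cut at about -3.5 in these data, passing the limit was not always enough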;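 also: z-score of nuclear minus cytoplasmic ring GR-EGFP intensity difference per well; some compounds called inactive have numbers as strong as hits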
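Also added – dexamethasone, 1.0 µM final · Buffer or medium – tet-free, stripped-serum medium · Schedule – induction 48 h, compound 1 h, agonist 30 min · Detection – formaldehyde fixation, Hoechst nuclear stain, 10x automated fluorescence imaging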
T cell HTS – T cell immune modulation candidate; calls only at 7 µM; actives 0.068% (n = 330,000); 2C CD8+ T cell-vesicle binding, flow cytometry; hits give low values;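 active = response, share of CD8 T cells binding vesicles, and their 90th percentile fluorescence all below set limits, cut at about 80% in these data, passing the limit was not always enough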
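material = purified 2C TCR transgenic mouse naive CD8+ T cells | controls = Unloaded micro-vesicles (low), QL9 vesicles with 0.7% DMSO (high) | detection = cytometric PE anti-B7-1 and Alexa647 anti-CD8 signals after 1% paraformaldehyde fixation | incubation = binding step 1.5 h, 37 °C, antibody labelling 20 min, ice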
bCat nuc transl – modulators of beta-catenin nuclear translocation; HeLa beta-catenin nuclear translocation, immunofluorescence imaging; actives 0.3% (n = 190,000); nuclear translocation activity, % at 5 µM;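 active = nuclear translocation activity above 50% at 5 µM, with a well cell count of 50 or more; inconclusive = wells under 50 cells across six images, flagged as toxic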;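 also: per-cell ratio of nuclear to cytoplasmic median beta-catenin stain intensity; plate controls were DMSO negative control for no effect and GSK-3 inhibitor IX positive control for full effect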
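Read-out: Nuclear/cytoplasmic beta-catenin signal ratio, % activation | Assay system: Human HeLa cell line | Times: 24 h compound exposure at 37°C, 5% CO2 | Signal: Fluorescence imaging of beta-catenin antibody stain plus DAPI | Dosing: 5 µM primary, 0.02–20 µM confirmation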
Hep lipid drop – hepatic lipid droplet formation modulation. actives 0.4% (n = 240,000). inhibition, % at 6.5 µM. AML12 mouse hepatocytes, oleate lipid droplets, BODIPY imaging;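 active = lipid droplet intensity inhibited by at least 50%, with more than 500 cells counted; inconclusive = wells with under 300 cells, treated as cytotoxic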
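Test system: AML12 hepatocytes (mouse); reagent: oleate loading, 100 µM; dosing: one dose, 6.5 µM compound; incubation: overnight exposure; signal: fluorescence imaging, 20x objective, two fields per well; read-out basis: % inhibition of corrected integrated BODIPY droplet signal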
TNAP activators – human TNAP enzyme activators, primary screen, biochemical, luminescent, no phosphate acceptor, uHTS (AID 1001); purified TNAP, luminescent activation assay, no phosphate acceptor; higher activation fold means a stronger effect; one-dose activation fold at 20 µM; EC50 in µM for titrated hits; actives 0.03% (n = 200,000); in the data active = activation fold from about 3, or a potency from the dose series; inactive = the rest, 99 in 100 with activation fold below about 1.6; also: many of its hits are not listed in these tables
Dynein cargo inh cytoplasmic EGFP – recorded beside Dynein cargo inh, whose call it bears; z-score; measured here: cytoplasmic GR-EGFP intensity; hits give high values
Dynein cargo inh nuclear GR-EGFP – recorded beside Dynein cargo inh, whose call it bears; z-score; measured here: nuclear GR-EGFP intensity;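 lower value marks the stronger effect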
Dynein cargo inh cell count – recorded beside Dynein cargo inh, whose call it bears; z-score; measured here: cell count per field
Insulin prom up cell count – second read-out of Insulin prom up, no call of its own (marks repeat the call); cell count; measured here: cytotoxicity, nuclei count;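 total cells summed across four imaged fields per well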
Hep lipid drop cells 6.5 µM – also measured in Hep lipid drop; calls as there; cell count; measured here: cell count, cytotoxicity flag;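 cells counted across two imaged fields per well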
bCat nuc transl cell count 5 µM – also measured in bCat nuc transl; calls as there; cell count; measured here: cell count, cytotoxicity flag
T cell HTS vesicle-bound % – further read-out of T cell HTS, marked with its call; double positive events, %; measured here: CD8+ vesicle-bound cell fraction;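 binding gate set so that unloaded-vesicle control wells show 10% double positive cells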
MT stabilize HCS Hoechst-high % – second read-out of MT stabilize HCS, no call of its own (marks repeat the call); % Hoechst-high responders; measured here: nuclear condensation Hoechst responders;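 share of cells brighter than vehicle mean plus two SD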
MT stabilize HCS cytotoxicity % – further read-out of MT stabilize HCS, marked with its call; toxicity, %; measured here: cytotoxicity by cell density;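 0% = mean cell density of plate MIN control wells and 100% = no cells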
Myeloid diff MLP GFP+ MAC1+ % – recorded beside Myeloid diff MLP, whose call it bears; GFP+ MAC1+ double positive, %; measured here: differentiation confirmed by MAC1 staining
Starred values were filed as active, the others as inactive; i = inactive; ? = inconclusive; . = not tested or not shown. An unsorted share of the library; 3% or so of the library scored in one or more.

SMILES	Insulin prom up	Insulin prom up cell count	PMI inhibitors	MT stabilize HCS	MT stabilize HCS Hoechst-high %	MT stabilize HCS cytotoxicity %	Myeloid diff MLP	Myeloid diff MLP GFP+ MAC1+ %	Dynein cargo inh	Dynein cargo inh cytoplasmic EGFP	Dynein cargo inh nuclear GR-EGFP	Dynein cargo inh cell count	T cell HTS	T cell HTS vesicle-bound %	bCat nuc transl	bCat nuc transl cell count 5 µM	Hep lipid drop	Hep lipid drop cells 6.5 µM	TNAP activators
O=C(N1CCOCC1)C1(c2ccc(Cl)cc2)CCCC1	1.6	808	9%	1.5	1.5	8.0	i	1.0	0.3	-0.16	0.35	0.042	i	29	.	.	-3	765	1.1
COc1ccccc1-c1nnc(SCC(=O)N2CCC(C)CC2)o1	-1	1191	9%	3.4	2.7	6.9	i	0.6	-1.3	-0.21	-0.7	0.97	i	60	-5.2	903	.	.	1.1
CCOC(=O)c1cnc2c(C#N)c(C)nn2c1-c1ccccc1	-0.47	949	1%	1.9	4.1	7.8	i	2.3	-0.47	-0.2	-0.093	0.53	i	19	.	.	.	.	1.1
Cc1[nH]c2ccccc2c1CN1CCC(Cc2ccccc2)CC1	-1.8	934	-11%	1.9	1.2	4.9	?	.	-1	-0.2	-0.4	0.36	i	43	2.7	1049	-12	676	1
CCOc1cc(/C=N/Nc2cc(C)nc(-n3nc(C)cc3C)n2)ccc1O	-1.4	1105	.	.	.	.	i	0.0	-0.76	0.048	-0.71	1.8	i	33	2.5	1282	0	688	.
O=C(CSCc1ccc(Br)cc1)NC1CC1	0.76	1532	2%	4.1	1.6	9.0	i	0.2	-0.66	-0.31	-0.0069	1.2	i	49	0.3	1520	-1	684	1.1
O=c1c2ccccc2nc(-c2ccccc2)n1Cc1ccco1	-0.33	1142	1%	1.5	1.2	1.2	i	0.6	-0.53	-0.21	-0.14	0.79	i	26	-0.5	1133	.	.	1
Cc1ccc2c(c1)[nH]c1c(N3CCN(Cc4ccccc4)CC3)ncnc12	?	.	-5%	4.0	1.6	4.9	i	15	-0.63	-0.23	0.0047	0.28	i	36	-2.1	1422	.	.	0.9
COc1cccc(CN2CCNC(=O)C2CC(=O)NCCc2cccc(C)n2)c1OC (stereo not drawn)	0.13	1180	.	2.6	3.7	10	i	0.2	-0.69	-0.21	-0.43	-0.036	i	25	-0.5	1551	6	728	1.1
N#CC1=C2C=Cc3ccccc3N2CCCC1=O	-1.3	1257	-3%	4.9	3.8	6.6	i	1.2	-0.8	-0.31	0.25	0.59	i	48	-4.6	808	.	.	1.1
CCOC(=O)c1ccc(Nc2cc(C)nc(C)c2C(=O)OCC)cc1	-1.8	883	1%	1.4	1.4	6.3	i	0.7	-0.32	-0.18	0.12	-0.17	i	18	-3.5	1277	8	741	1.1
CN(C)c1ccc(/C=C/C(O)=C2/C(=O)N(C)C3(C)CC2c2ccccc2O3)cc1 (stereo not drawn)	.	.	-6%	4.4	3.9	2.3	.	.	-3.4	7.1	-0.16	0.16	i	6	-0.1	1017	-20	656	0.9
CC(NC(=O)/C=C/c1cnc2ccccc2n1)C12CC3CC(CC(C3)C1)C2 (stereo not drawn)	-0.78	1129	14%	3.4	3.3	11	i	0.0	-0.65	-0.19	-0.2	-0.028	i	38	-0.4	1058	-29	481	1
CC(C)C(NC(=O)C1CCCCC1)C(=O)NCCc1ccccc1 (stereo not drawn)	0.38	1167	2%	2.2	2.8	4.4	i	0.4	0.26	-0.31	-0.38	-0.069	i	28	.	.	-2	752	1.1
COc1ccc(CCNC(=O)Cn2c(=O)n(-c3ccc(F)cc3F)c(=O)c3sccc32)cc1OC	-0.82	1186	-12%	2.2	1.7	2.0	i	0.8	0.41	-0.34	0.32	0.0073	i	59	.	.	-19	731	1.1
O=C(NC1CCCC1)C1CCC(=O)N1C1CCCCC1 (stereo not drawn)	.	.	-18%	3.7	1.8	5.1	i	0.2	0.022	-0.27	0.002	0.018	i	54	-8.9	492	0	745	1.1
COc1ccc(-c2cc(C(F)(F)F)nc(SCCC(=O)NCc3ccccc3)n2)cc1	0.7	857	11%	2.0	2.0	5.9	i	1.3	-0.27	-0.27	-0.23	0.36	i	22	0.8	1135	62*	753*	1
O=C(NCCN1CCCCC1)c1c(O)c2ccccc2[nH]c1=O	0.02	1176	9%	2.2	1.7	2.3	i	1.0	-0.85	-0.23	-0.088	1.8	i	34	-1.6	971	.	.	1.1
COc1ccc(CNS(=O)(=O)NCc2ccccc2)cc1	-0.1	1196	4%	4.3	2.3	6.8	i	0.5	-0.83	0.73	-0.25	0.9	i	58	2.4	1125	-16	677	1.1
Cc1ccc(-n2nnnc2SCc2ccccn2)cc1C	-0.05	885	-3%	3.3	2.4	3.6	i	1.7	-0.45	-0.13	0.031	0.12	i	4	-1.8	1074	-14	738	1.1
Oc1ccc(-c2nc3ncccn3c2Nc2ccc3c(c2)OCO3)cc1	-0.54	888	4%	2.3	0.8	5.5	i	0.7	-0.12	0.071	0.61	0.11	i	40	-1.7	1151	-8	692	1.1
CC(C)CC(c1nnnn1CCc1ccccc1)N1CCC(C(N)=O)CC1 (stereo not drawn)	.	.	-2%	3.5	2.3	7.7	i	2.5	1.4	-0.22	0.66	-0.31	i	54	-3.7	544	-14	720	1.1
CCCOc1ccc(C(=O)Nc2ccc(S(=O)(=O)Nc3cc(C)nc(C)n3)cc2)cc1	-1.2	1444	.	.	.	.	i	0.7	0.6	-0.23	0.28	0.021	i	47	-1.3	1161	-11	741	.
CC1Cc2ccccc2N1S(=O)(=O)c1cccc(C(=O)Nc2cccnc2)c1 (stereo not drawn)	0.32	903	.	.	.	.	i	0.4	-0.32	-0.33	0.054	0.14	i	14	-0.9	1280	-14	676	.
COc1ccc(CN2CCN(C(=O)C3CCN(S(=O)(=O)c4cccs4)CC3)CC2)c(OC)c1OC	-0.32	1194	-4%	3.9	2.9	6.1	i	0.9	0.089	-0.23	0.14	-0.61	i	55	-0.8	1157	-3	740	1.1

Other records.
SMILES	Insulin prom up	Insulin prom up cell count	PMI inhibitors	MT stabilize HCS	MT stabilize HCS Hoechst-high %	MT stabilize HCS cytotoxicity %	Myeloid diff MLP	Myeloid diff MLP GFP+ MAC1+ %	Dynein cargo inh	Dynein cargo inh cytoplasmic EGFP	Dynein cargo inh nuclear GR-EGFP	Dynein cargo inh cell count	T cell HTS	T cell HTS vesicle-bound %	bCat nuc transl	bCat nuc transl cell count 5 µM	Hep lipid drop	Hep lipid drop cells 6.5 µM	TNAP activators
O=C(NCC(=O)N(CC1CCCO1)C1(C(=O)NC2CCCC2)CCCCC1)c1ccccc1 (stereo not drawn)	?	.	-10%	2.6	1.2	7.1	i	1.3	0.43	-0.33	0.4	0.51	i	15	.	.	0	801	1.1
Cc1ccc(Nc2nc(N)nc(CSCCO)n2)cc1	-1.6	1264	1%	2.8	2.5	5.1	i	0.9	1.9	-0.21	-0.38	-0.54	i	21	3.0	1388	.	.	1
CN(CC(=O)N1CCOCC1)C(=O)CSc1nc2ccccc2s1	0.05	1398	-9%	2.1	3.0	4.1	i	0.2	-0.086	-0.0061	-0.077	-0.0093	i	60	-0.8	1167	-14	666	1.2
Cc1ccc(CSC2=Nc3ccccc3C3=NC(CC(=O)NCc4ccco4)C(=O)N23)cc1 (stereo not drawn)	1.1	1263	22%	1.9	3.3	8.7	i	1.1	-0.45	-0.14	0.026	1.4	i	15	.	.	4	730	0.9
O=C(O)c1cc(C2CC2)nc2ccccc12	-0.01	901	-12%	3.7	4.6	8.8	i	0.4	-0.83	-0.27	-0.0051	1.8	i	20	.	.	-3	738	1.1
CC(C)CCN1C(=O)c2ccc(C(=O)NCC3CCCO3)cc2C1=O (stereo not drawn)	0.47	1247	8%	4.7	2.0	1.7	i	1.0	-1.1	-0.27	-1.2	1.9	i	40	1.4	852	1	763	1
CN1CCN(C(=O)c2cc3nc(-c4ccccc4)cc(-c4ccccc4)n3n2)CC1	0.17	907	-2%	0.3	3.4	18	i	0.4	0.62	0.24	0.31	0.18	i	3	3.8	1032	4	793	1
Cc1cccc(-c2noc(CCC(=O)Nc3ccc(C(N)=O)cc3)n2)c1	0.39	1029	.	.	.	.	i	0.4	-0.18	-0.28	-0.02	0.71	i	55	-0.3	1347	-9	677	.
CCC(Oc1ccccc1)C(=O)N1CCC(C(N)=O)CC1 (stereo not drawn)	0.25	1344	8%	3.8	2.1	3.1	i	0.9	-0.75	-0.28	-0.77	0.65	i	10	.	.	-8	693	1.1
O=S(=O)(NCc1cc(-c2ccccc2)no1)c1ccccc1	-0.06	1341	-1%	1.6	2.8	3.7	i	0.4	-0.15	-0.19	0.3	-0.41	i	37	-2.2	1087	-22	672	1.1

Some of these compounds in order of the Dynein cargo inh value, largest number first:
structure | Dynein cargo inh
CN1CCN(C(=O)c2cc3nc(-c4ccccc4)cc(-c4ccccc4)n3n2)CC1 | 0.62
Cc1ccc(CSC2=Nc3ccccc3C3=NC(CC(=O)NCc4ccco4)C(=O)N23)cc1 (stereo not drawn) | -0.45
CC(C)CCN1C(=O)c2ccc(C(=O)NCC3CCCO3)cc2C1=O (stereo not drawn) | -1.1

Source: PubChem
